BCLXL inh – inhibitors of human Bcl-xL. Q07817. GST-Bcl-xL / FITC-Bim BH3 peptide fluorescence polarization. inhibition, % at 10.9 µM. 0.7% of 320,000 active. AID 2129;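 active means inhibition above the mean of all tested compounds plus 3 SD, cutoff set per campaign, cut at about 30% in these data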;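 further: 0% = DMSO wells and 100% = unlabeled Bim-BH3 peptide competitor; inhibitors lower millipolarization by displacing the labeled peptide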
Target sequence (Q07817 whole entry, looked up): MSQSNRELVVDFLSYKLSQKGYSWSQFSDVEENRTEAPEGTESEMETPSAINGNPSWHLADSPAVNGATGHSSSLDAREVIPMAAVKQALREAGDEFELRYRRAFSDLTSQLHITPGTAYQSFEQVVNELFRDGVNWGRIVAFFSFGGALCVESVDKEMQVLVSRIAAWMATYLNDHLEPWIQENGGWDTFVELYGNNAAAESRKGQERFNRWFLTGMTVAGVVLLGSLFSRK
MEX-5 binding – C. elegans MEX-5 TCR-2 RNA binding activity. MEX-5/FITC-TCR2 RNA binding, fluorescence polarization; active compounds read low. activity score (negative = inhibition of binding), % at 10 µM. AID 1832. 0.38% of 300,000 active;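 active means inhibition past about -25% in most replicates, and total fluorescence under double the plate's negative control median, limit read from the data; inconclusive means replicates evenly split on the limit, or fluorescence at least double controls; inactive means too little inhibition in most replicates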;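 further: 0% = DMSO and -100% = 5 µM competing unlabeled TCR2 RNA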
VLA-4 inh – inhibition in a human VLA-4 binding assay | AID 2557 | P13612 | inhibition, % (about 7 µM as worked out from the volumes in the protocol) | 0.2% of 330,000 active | VLA-4 expressing cells, ligand binding flow cytometry; in the data active means inhibition above about 50%
Yeast superoxide – yeast age-related superoxide inhibition as caloric restriction mimetic; 0.18% of 330,000 active; superoxide response (% of plate mean), % at 10 µM; S. cerevisiae aged cells, superoxide DHE fluorescence; active compounds read low;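 active means superoxide response under a set limit, about three screen SD below normal, cut at about 65% in these data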;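 further: yeast aged for seven days with compound at 30 °C before DHE staining; 100% = average MFI of all compound-treated wells on the plate with controls excluded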
GLD-1 TGE inh – GLD-1-TGE RNA interaction inhibition (C. elegans). purified GLD-1 + fluorescein TGE RNA, fluorescence polarization. 0.44% of 320,000 active. inhibition, % at 5.96 µM. Q17339;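 active means percent inhibition above a per-plate cutoff, the plate mean of test compounds plus 3 SD, cut at about 30% in these data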;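 further: 0% = DMSO wells with GLD-1 and probe and 100% = wells lacking GLD-1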
Target sequence (Q17339 whole entry, looked up): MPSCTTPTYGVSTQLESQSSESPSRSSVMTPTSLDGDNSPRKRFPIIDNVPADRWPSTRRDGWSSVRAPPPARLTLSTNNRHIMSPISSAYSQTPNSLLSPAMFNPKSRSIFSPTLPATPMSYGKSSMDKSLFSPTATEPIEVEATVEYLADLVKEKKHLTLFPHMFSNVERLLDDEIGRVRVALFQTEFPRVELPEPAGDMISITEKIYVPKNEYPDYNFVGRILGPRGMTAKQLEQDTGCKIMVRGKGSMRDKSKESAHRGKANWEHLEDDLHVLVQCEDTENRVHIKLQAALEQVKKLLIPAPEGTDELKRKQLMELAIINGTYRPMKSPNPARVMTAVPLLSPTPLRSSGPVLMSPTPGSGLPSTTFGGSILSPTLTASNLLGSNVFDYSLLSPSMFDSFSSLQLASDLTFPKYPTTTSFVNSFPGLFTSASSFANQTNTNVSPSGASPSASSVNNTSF
AGP1 TOR yeast – yeast TOR pathway AGP1-GFP modulation | S. cerevisiae AGP1-GFP multiplex flow cytometry, 3 h; GFP as percent of DMSO wells | GFP response vs DMSO, % at 10 µM | 0.02% of 320,000 active | AID 2066;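 active means GFP response relative to DMSO above a set limit, near screen average plus 3 SD, cut at about 150% in these data; inconclusive means fewer than 70 cells counted for the yeast strain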;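 further: median GFP channel fluorescence of the gated AGP1 strain per well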
CIT2 TOR yeast – yeast TOR pathway CIT2-GFP modulation | S. cerevisiae CIT2-GFP strain, flow cytometry, 3 h; 100 means same as DMSO wells | GFP response vs DMSO, % at 10 µM | 0.065% of 320,000 active | AID 2029;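 active means GFP response relative to DMSO above a set limit, near the screen mean plus 3 SD, cut at about 150% in these data; inconclusive means Fewer than 70 cells measured for a yeast strain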;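 further: ratio of well median GFP fluorescence to mean of DMSO wells on the plate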
GRK2 aptamer HTS – inhibitors of human GRK2 displacing RNA aptamer; P25098; bead flow cytometry, FAM-aptamer displacement from GRK2; inhibition of aptamer binding, % at 10 µM; 0.59% of 330,000 active;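 active means inhibition of aptamer binding above 40%, roughly 3 SD of noise, on plates passing a quality check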;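 further: median bead fluorescence of bound FAM aptamer so fluorescent compounds give negative values; no value below 0 was filed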
MCL1-BIM inh – inhibitors of human MCL1 binding to BIM-BH3 peptide; GST-MCL1 / FITC-Bim-BH3 fluorescence polarization; 0.68% of 320,000 active; AID 2057; inhibition, % at 10.9 µM;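 active means inhibition above the mean inhibition of all tested compounds plus 3 SD, set per campaign, cut at about 40% in these data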;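 further: 0% = DMSO wells and 100% = unlabeled Bim-BH3 peptide control; higher means more loss of mP so more displacement of Bim peptide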
Target sequence (Q07820 whole entry, looked up): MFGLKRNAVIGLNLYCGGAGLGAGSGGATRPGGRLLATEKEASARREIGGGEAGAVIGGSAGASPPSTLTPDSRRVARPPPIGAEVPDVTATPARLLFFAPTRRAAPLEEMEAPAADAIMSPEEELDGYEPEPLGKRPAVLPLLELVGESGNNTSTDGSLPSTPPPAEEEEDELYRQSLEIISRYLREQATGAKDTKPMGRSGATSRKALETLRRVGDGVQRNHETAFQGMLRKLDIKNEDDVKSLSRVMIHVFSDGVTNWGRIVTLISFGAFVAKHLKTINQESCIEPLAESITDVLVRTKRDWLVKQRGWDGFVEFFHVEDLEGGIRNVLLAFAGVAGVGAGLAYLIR
* marks the source's active call; other numbers are inactive results; ? = inconclusive; / = no result given; [ ] = dose if it differs, or a comment.

SMILES	BCLXL inh	MEX-5 binding	VLA-4 inh	Yeast superoxide	GLD-1 TGE inh	AGP1 TOR yeast	CIT2 TOR yeast	GRK2 aptamer HTS	MCL1-BIM inh
CCN1CCN(c2ccc(NC(=O)c3ccco3)cc2)CC1	-2	-0.6	-7	95	-2	89	/	0	-2
Cn1c(SCC(=O)NC2CCCCCC2)nnc1-c1ccco1	5	-0.8	8	86	0	103	100	0	-4
COC(=O)c1cc(Cl)cc(Cl)c1OS(=O)(=O)N(C)C	-1	-1.6	13	91	-3	95	99	2	3
O=C(Nc1ccc2nc(-c3ccco3)c(-c3ccco3)nc2c1)N1CCCCCC1	105*	-11	16	118	41*	90	85	52*	118*
CCOc1ccc(N2CC(C(=O)N3CCCCCC3)CC2=O)cc1 (centres undefined)	0	1.8	12	94	4	109	105	1	-3
O=C(CS(=O)(=O)c1ccccc1)c1cc2cc(F)ccc2oc1=O	9	-0.7	15	106	-3	105	98	0	5
CCOc1ccccc1NC(=O)COc1coc(CN2CCc3ccccc3C2)cc1=O	3	-1.4	-2	82	-1	106	101	0	2
COc1ccc(NC(=O)c2cccc(OS(=O)(=O)N(C)C)c2)cc1	0	0.2	5	72	5	98	100	2	1
O=c1[nH]c2ccc(Cl)cc2c(-c2ccccc2)c1N1CCN(c2ccccn2)CC1	0	0.5	8	91	-5	99	99	1	-7
c1ccc2[nH]c(C3CC3)nc2c1	-11	-4.0	6	102	-5	95	90	1	-6
Cc1c(C)c2c(OCC(=O)NCc3ccco3)cc3c(c2oc1=O)CCC(C)(C)O3	2	0.5	-22	74	-3	98	99	0	1
CCOc1ccc(N=NC2C(=O)N(C(N)=S)N=C2C)cc1 (centres undefined)	0	-0.6	-8	108	-5	100	118	0	5
Cc1cccc(OCC(=O)OCC(=O)Nc2sccc2C(N)=O)c1	/	/	-5	101	2	100	100	0	/
COc1cccc(NC(=O)CCC2CCN(C(=O)c3ccc(C(C)=O)s3)CC2)c1	2	-1.9	-10	91	3	101	99	1	2
Cc1cc(OC(=O)c2c(Cl)cc(Cl)cc2Cl)nc(C)n1	-1	-0.5	14	104	-2	95	91	19	-6
CCN1CCN(Cc2ccc(NC(=O)c3ccc(C)c(NC(=O)C4=NN(c5ccccc5)C(=O)C4)c3)cc2C(F)(F)F)CC1	3	2.4	27	97	2	87	101	0	0
NC1=NC(=O)CC(C(=O)NCc2ccccc2)S1 (centres undefined)	11	-2.9	12	100	3	94	85	3	9
COc1ccc(C)cc1S(=O)(=O)NCCc1ccccc1	-1	2.1	6	106	-4	103	87	0	-1
Cc1ccccc1OCCNc1cc(N2CCCCC2)ccc1[N+](=O)[O-]	8	2.7	-6	96	10	101	94	0	4
CCOC(=O)c1ccc(NC(=O)Cc2coc3cc4c(cc23)CCC4)cc1	-3	1.3	4	98	6	94	98	0	-8
COc1ccc(CCNS(=O)(=O)c2cn(C)nc2C)cc1	-1	4.4	3	101	3	91	87	0	-6
O=S(=O)(c1cccc(S(=O)(=O)N2CCOCC2)c1)N1CCCCC1	6	0.6	2	106	-5	?	?	0	5
COc1ccc(NN=Nc2nc3c([nH]2)c(=O)n(C)c(=O)n3C)cc1	13	-1.7	16	92	3	109	103	2	7
CC1CCN(C(=O)c2ccc([N+](=O)[O-])o2)CC1	-1	2.8	30	101	2	98	112	0	-1
CCCOc1ccc(NCC(=O)Nc2ccc(C)cc2C)cc1	5	2.2	13	90	2	100	89	0	3
CCOc1ccccc1N(CC(=O)Nc1cc(OC)ccc1OC)S(C)(=O)=O	1	-0.1	-1	99	2	97	92	2	6
CCCN=Cc1sc2ccc(OCC)cc2c1O	9	-1.1	-2	107	0	102	102	0	21
Cc1ccccc1C(=O)c1cccn1CC(=O)N1CCCCC1	-4	-1.0	-1	115	0	83	86	1	-6
CN(CC(=O)N1CCN(c2ccccn2)CC1)S(=O)(=O)c1ccc(Cl)cc1	-3	-2.1	9	110	0	80	99	4	-9
CCC(C)[C@@H](C(=O)N1CCNCC1)n1cc(CCCN=C(N)N)nn1 (some centres undefined)	5	0.9	11	108	8	97	87	2	3
Cc1ccc(N/N=C/c2ccc3c(c2)OCCO3)cc1Cl	9	2.2	16	95	3	94	99	2	16
O=C(CCn1c(=O)[nH]c2ccsc2c1=O)NCCc1ccc(Cl)cc1	6	-1.8	-2	108	1	89	86	0	-2
O=C(CCSc1nnc(-c2ccncc2)o1)Nc1cccc2ccccc12	-6	0.1	2	109	1	103	105	1	-2
O=C(COC(=O)c1ncc(Cl)c(Cl)c1Cl)NC(=O)NCc1ccccc1	-2	0.4	-5	125	4	98	97	0	-2
CC(C)CC(C(=O)NC1CCCCC1)N(Cc1ccccc1)C(=O)c1snc(C(N)=O)c1N (centres undefined)	6	0.3	2	104	1	104	109	1	4
Cc1c(C(=O)OCC2CCCO2)[nH]c2c1C(=O)CC(c1ccco1)C2 (centres undefined)	13	-3.0	-6	94	-6	103	108	17	34
CC(=O)c1c(C(C)=O)c(C)n(-c2ccc(C)c(NC(=O)c3ccccc3Cl)c2)c1C	-1	-0.7	16	109	-5	104	100	21	-4
COC(=O)c1ccccc1S(=O)(=O)N1CCC(C(=O)OCc2ccc([N+](=O)[O-])cc2)CC1	3	-1.7	-11	93	3	98	104	2	2
O=C(/C=C/c1cccc([N+](=O)[O-])c1)NCCSCc1ccc(Cl)cc1Cl	2	0.1	-2	114	-1	97	100	3	1
C=CCOc1ccccc1C(=O)/C=C1/C(=O)Nc2ccccc21	3	-2.9	9	106	-4	91	84	9	2
OCCN1CCN(c2ncnc3sc(-c4ccccc4)cc23)CC1	-3	-0.1	-40	95	-8	93	91	0	0
CCn1c(CNC(=O)Cc2ccc(OC)cc2)nnc1SCC(=O)NC1CCCCC1	6	-1.8	-8	88	-4	95	96	3	3
COc1ccc(CNC(=O)CCCOc2cc(=O)n(C)c3ccccc23)cc1	4	1.9	-2	104	4	98	102	0	2
CN(C)c1ccc(C(CNS(=O)(=O)c2ccc(F)c(F)c2)c2c[nH]c3ccccc23)cc1 (centres undefined)	0	4.5	-4	114	6	96[may fluoresce red]	89[may fluoresce red]	0	-1
O=C1N[C@@H](c2ccccc2)COC(=O)[C@@H](Cc2ccc(F)cc2)C/C=C\C[C@H]1CC(=O)N(CCO)Cc1ccccc1	/	/	6	92	7	109	101	0	/

BCLXL inh, what is marked active above.
structure,BCLXL inh,MEX-5 binding,VLA-4 inh,GLD-1 TGE inh,AGP1 TOR yeast,CIT2 TOR yeast,GRK2 aptamer HTS,MCL1-BIM inh
O=C(Nc1ccc2nc(-c3ccco3)c(-c3ccco3)nc2c1)N1CCCCCC1,105*,-11,16,41*,90,85,52*,118*

The list goes on:
SMILES	BCLXL inh	MEX-5 binding	VLA-4 inh	Yeast superoxide	GLD-1 TGE inh	AGP1 TOR yeast	CIT2 TOR yeast	GRK2 aptamer HTS	MCL1-BIM inh
Cc1ccc(C)c(SCC(=O)Nc2ccc(C)c(S(=O)(=O)N3CCOCC3)c2)c1	1	/	2	92	3	102	94	0	3
COc1ccccc1NC(=O)CSc1nnc(CCC(=O)Nc2ccccc2F)n1C	2	1.5	5	107	-3	101	95	1	8
Cc1cc(C)n(CCC(=O)N2CCCC(N3CCN(c4cccc(Cl)c4)CC3)C2)n1 (centres undefined)	5	1.6	2	104	8	108	110	0	11
CSc1oc(-c2ccc(F)cc2)nc1S(=O)(=O)c1ccc(F)cc1	-1	-1.3	3	121	5	92	92	1	-1
COc1ccc(N2C(=NC(=O)c3ccc(Br)cc3)SC3CS(=O)(=O)CC32)cc1 (centres undefined)	1	/	-5	92	1	103	101	0	5
COc1ccc(-n2c(SCC(=O)Nc3ccc4c(c3)OCO4)nnc2C(C)N2CCCCC2)cc1 (centres undefined)	3	-3.0	41	94	-5	108	97	0	2
O=C(CN(Cc1cccs1)C(=O)CN1C(=O)COc2ccccc21)NCc1ccco1	2	2.3	-3	110	0	99	91	2	-1
O=C(/C=C/c1cc2c(cc1Br)OCO2)NCc1ccc(F)cc1	6	0.6	6	96	4	95	97	2	0
COCCOC(=O)c1c(C)oc2ccc(NS(=O)(=O)c3cccs3)cc12	-5	0.8	3	95	5	107	115	3	-5
C=CCOC(=O)/C(=C\C=C\c1ccccc1)NC(=O)c1ccccc1	5	3.0	19	90	6	96	91	0	7
O=C(NC1CCSc2ccccc21)c1ccc(Cl)c(S(=O)(=O)N2CCOCC2)c1 (centres undefined)	1	-0.9	5	98	5	92	99	2	2
COc1ccc(OCCC(=O)OCC(=O)Nc2cccc(Br)c2)cc1	2	1.2	3	78	5	91	92	0	2
Cc1c(C=O)c2ccccc2n1CC(=O)O	6	-1.1	-6	93	-1	104	89	2	9
CC(=O)N1CCc2cc(S(=O)(=O)N3CCc4ccccc43)ccc21	6	-2.3	1	98	7	102	97	2	0
COc1ccc(NS(=O)(=O)c2cccc(C(=O)NCCCN3CCOCC3)c2)cc1	3	0.2	1	88	-2	102	89	0	2
CCCNC(=O)c1ccccc1NC(=O)c1ccc2c(=O)n3c(nc2c1)CCC3	-8	4.5	-18	101	5	100	99	0	-5
S=C(Nc1cccc(Br)c1)c1ccccc1	5	-0.2	3	119	4	98	96	3	10
Nc1ncnc2c1ncn2Cc1ccccc1	-2	-1.3	1	77	9	101	89	1	-2
Cc1cccc(NC(=O)c2cc(-c3cc(Cl)ccc3O)n[nH]2)c1	-3	2.3	-8	99	-2	105	113	0	4
CCc1ccc(NC(=S)/N=C(\N)Nc2nc(C)c3cc(CC)ccc3n2)cc1	1	1.5	0	100	-9	100	99	0	3
COC(=O)c1ccc(CN2C(=O)NC3(CCCCC3C)C2=O)o1 (centres undefined)	-12	-0.7	-11	120	-1	113	111	0	-9
Cc1cccc(C)c1OCC(=O)Nc1c(C)nn(C)c1C	2	-1.1	9	97	0	103	96	0	1
CNC(=O)c1cc2ccccc2o1	-4	1.2	18	117	-6	94	92	0	-2
Cc1cc(C)n(-c2nc(Nc3ccccc3)nc(-n3nc(C)cc3C)n2)n1	7	7.1	5	134	2	100	93	2	7
Cc1c(C(=O)NCCO)sc2nc3n(c(=O)c12)CCC3	6	-0.3	8	110	2	107	105	0	1
CCOc1ccc(S(=O)(=O)Nc2cccc(C(=O)N3CCN(C(C)=O)CC3)c2)cc1	7	-1.1	-3	104	1	93	98	2	5
COc1ccc2sc(N(CCCN(C)C)C(=O)c3ccc(S(=O)(=O)N4CCCC4)cc3)nc2c1	-1	-1.2	1	108	0	104	85	0	1
CN(CC(=O)Nc1ccc(Cl)c(C(F)(F)F)c1)C(=O)c1cc(-c2ccncc2)nc2ccccc12	-14	-0.4	9	115	4	100	99	0	-26
Cc1ccc(S(=O)(=O)N(C)C)cc1NC(=O)CSc1ccc2c(c1)OCCO2	-4	1.3	-4	101	1	108	97	1	-5
COc1ccc(CN2CCCC(N3CCN(c4cccc(Cl)c4)CC3)C2)cc1OC (centres undefined)	/	-0.4	-2	104	/	100	105	0	/
COC(=O)[C@@H]1CCCN1C(=O)[C@@H](NC(=O)OC(C)(C)C)C(C)C	4	3.3	/	/	4	/	/	/	4
CC(=O)c1cccc(NC(=O)COC(=O)COc2ccc(Cl)cc2)c1	3	2.4	1	84	2	97	108	2	-6

Quoted from the listing.
`c1ccc2[nH]c(C3CC3)nc2c1` in BCLXL inh has -11
`CCc1ccc(NC(=S)/N=C(\N)Nc2nc(C)c3cc(CC)ccc3n2)cc1` in MCL1-BIM inh has 3

Assay outcomes (PubChem)
